Bioassay records as filed in PubChem.
EBV LMP1 NFkB – Epstein-Barr LMP1 NF-kappaB reporter inhibition. LMP1-induced NF-kappaB luciferase reporter cells, luminescence. inhibition, % at 12.5 µM. 350,000 tested, 0.69% active; in the data active means inhibition above about 41%;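 further: 0% = neutral control wells and 100% = reference inhibitor control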
COUP-TFII inh – NR2F2 (human) inhibition, primary screen; AID 686940; HEK293T NGFI-A luciferase reporter, luminescence; 370,000 tested, 0.7% active; P24468; inhibition, % at 8.6 µM;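 active means inhibition above a per-plate cutoff, mean inhibition of test wells between control levels plus 3 SD, cut at about 38% in these data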;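 further: cells cotransfected with COUP-TFII expression vector driving the NGFI-A reporter; 0% = median of COUP-TF2 test wells and 100% = reporter-only cells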
Target sequence (P24468 whole entry, looked up): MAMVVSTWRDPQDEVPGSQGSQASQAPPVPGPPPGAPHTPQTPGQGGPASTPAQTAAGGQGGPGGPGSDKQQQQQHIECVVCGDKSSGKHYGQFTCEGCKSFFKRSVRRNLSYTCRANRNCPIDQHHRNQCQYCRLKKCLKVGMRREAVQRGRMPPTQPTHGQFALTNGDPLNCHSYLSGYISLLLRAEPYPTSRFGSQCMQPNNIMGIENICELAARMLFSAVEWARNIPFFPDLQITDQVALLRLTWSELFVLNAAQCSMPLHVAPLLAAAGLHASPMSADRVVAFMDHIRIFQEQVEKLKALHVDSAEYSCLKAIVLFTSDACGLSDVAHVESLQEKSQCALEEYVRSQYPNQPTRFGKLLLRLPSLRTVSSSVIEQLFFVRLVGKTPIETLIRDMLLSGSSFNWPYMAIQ
KKLEB cytotox – reduces viability of KKLEB cystic fibrosis airway cells; AID 602141; KKLEB CF airway cells viability, ATPlite luminescence, overnight; active compounds read low; cells stimulated with P. aeruginosa culture filtrate; 360,000 tested, 0.36% active; activity change (cytotoxicity), % at 5 µM;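 active means corrected activity change at or below -50% at 5 µM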
TROY NFkB inh – blocks TROY-dependent signaling in reporter cells. 360,000 tested, 0.98% active. AID 1347056. inhibition, % at 10 µM. Q293 LMP1-TROYcd NF-kB luciferase reporter, 4 h;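 active means compounds whose plate-normalised and pattern-corrected inhibition of the luciferase reporter signal at the single screening dose is 50% or more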
NCOA3 inh – inhibitors of human steroid receptor coactivator 3 (SRC3). AID 588352. inhibition, % at 3.6 µM. HEK293 GAL4-SRC3 luciferase reporter, luminescence. Q9Y6Q9. 360,000 tested, 0.17% active;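 active means inhibition above a per-campaign cutoff, the mean of all compounds plus 3 SD, cut at about 60% in these data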;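 further: 0% = DMSO-treated cells and 100% = gossypol-treated cells at 36 µM; higher means less SRC3-driven luciferase light from the GAL4 reporter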
SRC1 inh – human NCOA1 inhibition; Q15788; HEK293 GAL4-SRC1 luciferase reporter, luminescence; inhibition, % at 3.6 µM; 360,000 tested, 0.12% active; AID 588354;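 active means inhibition above the campaign mean plus 3 SD, with each screening campaign given its own cutoff, cut at about 60% in these data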;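 further: 0% = DMSO treated cells and 100% = gossypol at 36 µM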
NCOA2 inhibitor – inhibits human steroid receptor coactivator 2 | HEK293 GAL4-SRC2 luciferase reporter, luminescence | inhibition, % at 9 µM | 370,000 tested, 0.17% active;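 active means inhibition above the mean inhibition of all tested compounds plus 3 SD, set per campaign, cut at about 52% in these data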;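 further: 0% = DMSO treated cells and 100% = cells given Gossypol at 36 µM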
LRH-1 inv ag – suppresses constitutive activity of human LRH-1; O00482; HEK293T StAR-luciferase reporter, LRH-1 transfected, 24 h; inhibition, % at 3.6 µM; 360,000 tested, 0.13% active;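 active means inhibition above the mean inhibition of all tested compounds plus 3 SD, cut at about 73% in these data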;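 further: 0% = DMSO wells and 100% = reporter-only cells lacking LRH-1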
Target sequence (O00482 whole entry, looked up): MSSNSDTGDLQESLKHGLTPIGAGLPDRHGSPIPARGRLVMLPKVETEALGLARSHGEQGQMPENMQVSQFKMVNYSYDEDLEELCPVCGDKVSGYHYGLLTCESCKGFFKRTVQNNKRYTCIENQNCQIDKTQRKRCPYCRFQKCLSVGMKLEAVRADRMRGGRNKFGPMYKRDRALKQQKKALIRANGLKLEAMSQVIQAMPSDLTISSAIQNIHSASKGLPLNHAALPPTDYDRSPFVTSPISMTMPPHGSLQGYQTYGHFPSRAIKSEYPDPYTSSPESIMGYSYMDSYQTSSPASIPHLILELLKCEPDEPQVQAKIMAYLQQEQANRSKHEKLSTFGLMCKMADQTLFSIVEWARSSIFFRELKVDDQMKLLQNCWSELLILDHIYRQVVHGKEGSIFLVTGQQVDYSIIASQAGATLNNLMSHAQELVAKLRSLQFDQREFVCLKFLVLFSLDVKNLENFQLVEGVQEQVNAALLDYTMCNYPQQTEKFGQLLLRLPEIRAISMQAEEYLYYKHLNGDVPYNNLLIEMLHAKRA
CF NFkB inh – inhibitors of cystic fibrosis induced NF-kB | KKLEB NF-kB-GFP reporter, PAF-induced, GFP fluorescence overnight | inhibition, % at 5 µM | 360,000 tested, 0.86% active;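 active means at least 50% inhibition at 5 µM, scaled per plate between neutral and stimulator controls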;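 further: PAF is a Pseudomonas aeruginosa culture filtrate used as stimulus; plate controls were PAF-stimulated DMSO wells for no effect and unstimulated DMSO wells for full effect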
TRAIL sens C8 – sensitizes caspase-8 expressing cells to TRAIL | NB7+C8 cells + TRAIL, ATPlite viability luminescence | inhibition (viability loss, TRAIL sensitization), % at 10 µM | 360,000 tested, 1% active | AID 624354;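 active means compounds causing at least 50% loss of cell viability in the single-dose screen, relative to plate controls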
TWEAK Fn14 block – inhibitors of TWEAK-Fn14 interaction signaling. AID 1159606. 360,000 tested, 2% active. TWEAK-stimulated Fn14 reporter cells, luciferase luminescence, 8 h. inhibition, % at 10 µM; in the data active means inhibition above about 50%
The depositor's hits bear a star; . = no result given. Hits appear at their usual frequency; any-hit rate near 4.2%.

SMILES | EBV LMP1 NFkB | COUP-TFII inh | KKLEB cytotox | TROY NFkB inh | NCOA3 inh | SRC1 inh | NCOA2 inhibitor | LRH-1 inv ag | CF NFkB inh | TRAIL sens C8 | TWEAK Fn14 block
Cc1c(C(=O)O)oc2ccc(S(=O)(=O)NC3CCCCCCC3)cc12 | -12 | 7 | 13 | 8 | 7 | 0 | -8 | -2 | -1 | -2 | 6
Nc1nc(=O)n(C2CC(O)C(CO)O2)cc1Cl (stereo not drawn) | . | -7 | -3 | -7 | 10 | 17 | -22 | -43 | 6 | -1 | -4
CCOC(=O)c1cccc(NC(=O)CN(C)S(=O)(=O)c2cnc[nH]2)c1 | 5 | -2 | -6 | 2 | 0 | -8 | 2 | 1 | 4 | 4 | 5
Cc1cccc(NC(c2ccc(C)s2)c2ccc3ccc(C)nc3c2O)n1 (stereo not drawn) | -12 | 25 | -23 | -7 | -4 | -1 | -1 | 5 | 41 | 6 | 41
CCOc1ccc(CNC(=O)CCCOc2cc(=O)n(C)c3ccccc23)cc1 | 12 | -36 | 4 | -4 | 10 | -18 | -43 | 8 | -16 | 5 | 5
Cc1cccc(NS(=O)(=O)c2ccc3c(c2)Cc2cc(S(=O)(=O)Nc4cccc(C)c4C)ccc2-3)c1C | -4 | 10 | -49 | 10 | 20 | 8 | 8 | -9 | 27 | 60* | 31
COc1ccc(N2C(=O)CC(Sc3nc4ccccc4s3)C2=O)cc1OC (stereo not drawn) | 0 | -5 | -6 | -4 | 8 | -16 | 5 | 2 | 3 | -2 | 6
CC(O)(c1ccccc1)c1nc(-c2ccncc2)cs1 (stereo not drawn) | . | 26 | -4 | -2 | 14 | 15 | 19 | 1 | 2 | 3 | 27
COc1cccc2cc(C(=O)N3CCN(c4ccc(C)cc4C)CC3)c(=O)oc12 | -3 | -4 | -8 | 4 | 8 | -52 | 10 | 13 | 6 | -11 | 4
O=c1oc(-c2ccccc2NS(=O)(=O)c2ccc3ccccc3c2)nc2ccccc12 | -6 | -3 | 19 | -1 | 12 | 8 | -32 | -11 | 17 | 13 | -12
CCOc1cc(/C=N/NC(=O)c2cccs2)cc([N+](=O)[O-])c1O | -2 | -61 | 2 | -26 | -67 | -72 | -67 | -56 | 18 | -1 | -12
Cc1cc(=O)[nH]c(-n2ncc(C#N)c2N)n1 | 1 | 13 | 12 | -8 | 11 | 8 | -9 | 5 | -2 | -6 | 26
CC(=O)NC(C)CCc1ccccc1 (stereo not drawn) | -6 | -21 | 5 | -12 | 24 | -31 | 5 | 1 | -13 | 4 | -16
O=C(NC(c1ccccc1)C(Cl)(Cl)Cl)c1ccccc1 (stereo not drawn) | 7 | 14 | -15 | 5 | 14 | 13 | 4 | 33 | -4 | 3 | 20
O=C(O)c1ccc(N/N=C/c2c[nH]c3ccccc23)cc1 | 36 | 33 | -1 | 53* | 1 | -10 | 18 | 3 | 16 | 18 | -16
CCCCN(CCCNC(=O)Cn1nc(CC)n2c(cc3sc(C)cc32)c1=O)Cc1ccccc1 | -2 | -3 | -11 | -7 | -14 | 11 | 10 | 1 | 8 | 18 | -18
O/N=C(/c1ccccc1)c1cc2cc(Br)cc(Br)c2o1 | -3 | 10 | 4 | -72 | -23 | -9 | 13 | -11 | 21 | -17 | -11
CC(OC(=O)Cc1ccccc1[N+](=O)[O-])C(=O)Nc1ccc(Cl)cn1 (stereo not drawn) | -12 | 20 | 2 | 19 | 15 | -11 | 6 | 13 | 13 | -5 | 19
O=C(/C=C/c1ccc2c(c1)OCO2)NCCCN1CCOCC1 | -7 | 9 | 9 | 1 | 22 | -12 | -15 | 10 | -6 | -5 | -13
CC(=O)Nc1ccc(Oc2cnc3ccccc3n2)cc1 | 7 | 8 | 5 | -8 | 4 | 7 | 14 | -22 | 14 | -14 | 14
O=S(=O)(c1ccc2nc(N3CCN(c4ccccc4)CC3)ccc2c1)N1CCCCC1 | . | -5 | 3 | -7 | 7 | -8 | -35 | 2 | 22 | 12 | -21
N#Cc1ccc(S(=O)(=O)N2CCN(C(=O)c3cn(-c4ccccc4)nc3-c3cccnc3)CC2)cc1 | -5 | 11 | -5 | 3 | 17 | 3 | -2 | 9 | -13 | 3 | -10
CC(C)(C)OC(=O)N1CCC(CNC(=O)c2cccs2)CC1 | -4 | 11 | -7 | 16 | -5 | 5 | -34 | 7 | 9 | 6 | 2
CCCCNC(=O)O[C@H]1C[C@@H]2CCN3C(=O)CCC[C@H]([C@H]1Cc1ccccc1)[C@H]23 | 0 | -6 | 6 | -5 | -23 | 0 | 0 | -7 | -24 | -13 | 1
CC1(C)C(C=C(Cl)Cl)C1C(=O)N(Cc1cccc(Cl)c1)C1CCS(=O)(=O)C1 (stereo not drawn) | -3 | -1 | 15 | -15 | 6 | -2 | 9 | 1 | -4 | -2 | 13
O=C(Nc1cc(Cl)ccc1Cl)Nn1cnnc1 | -6 | 2 | 15 | -3 | -9 | -1 | -52 | 18 | 1 | -12 | 1
c1ccc(-c2cn(C[C@H]3CC[C@@H]([C@@H]4CC[C@H](Cn5cc(-c6ccccc6)nn5)O4)O3)nn2)cc1 | 0 | 14 | 14 | -2 | -16 | 6 | -12 | -5 | 1 | 1 | 3
O=C(O)CCC(=O)N(Cc1cccs1)Cc1cccs1 | -2 | -28 | 2 | -1 | -5 | 13 | -7 | 5 | 4 | -11 | 3
COc1cc(CCCN2C(=O)C(=O)NC[C@@H]2CC2CCCCC2)cc(OC)c1OC | 10 | -6 | -14 | -6 | -7 | -34 | 14 | -7 | 16 | -12 | -16
CCCOc1ccc(C2NC(=O)CCC2[N+](=O)[O-])cc1 (stereo not drawn) | -4 | 15 | 8 | 4 | 11 | 10 | 20 | 2 | -7 | -1 | 3
Cc1cc(C)cc(C(=O)Nc2ccc(N3CCN(C(=O)c4ccco4)CC3)cc2)c1 | 18 | -14 | -17 | 0 | 16 | -160 | 9 | 11 | 13 | 5 | -6
O=C(CC1c2ccccc2Oc2ccccc21)Nc1ccccc1C(F)(F)F | 1 | 5 | -3 | 2 | 14 | 17 | -19 | -29 | 3 | 0 | 23
Cc1cc(C)nc(Oc2ccc([N+](=O)[O-])cc2)n1 | -6 | -11 | 12 | -10 | -3 | 6 | -34 | -5 | -24 | -5 | 4
Nc1nnc(SCn2nnc3ccccc3c2=O)s1 | 1 | -1 | -4 | 7 | -8 | 6 | -18 | 10 | 16 | -8 | 9
Nc1nc2c(ncn2[C@@H]2O[C@H](CNS(=O)(=O)C3CC3)[C@@H](O)[C@H]2O)c(=O)[nH]1 | . | 5 | 1 | 4 | 6 | 8 | 16 | 5 | -13 | -3 | 10
Cc1ccccc1-n1c(SCC(=O)N2CCCC2)nnc1-c1ccccn1 | -2 | 21 | 4 | 11 | 7 | 6 | 16 | 5 | 0 | 1 | 3
Cc1cc2nc(-c3ccc(SCC(=O)Nc4ccc5c(c4)OCCO5)nc3)[nH]c2cc1C | -30 | -41 | -54* | -22 | -92 | -122 | -40 | -121 | -37 | 67* | 8
Cc1cc(C)c(NC(=O)CS(=O)CC(=O)Nc2cccnc2)c(C)c1 (stereo not drawn) | 1 | 4 | 7 | 5 | 0 | 1 | -25 | -1 | 4 | -7 | -3
COC(=O)c1c(C)[nH]c(C(=O)CSc2ncnc3sc(-c4ccccc4)cc23)c1C | -2 | -2 | -22 | -36 | 28 | 11 | 4 | 9 | 4 | 21 | -61
O=C(c1ccc(COc2ccc(Br)cc2)o1)N1N=C(C(F)F)CC1(O)C(F)F (stereo not drawn) | 1 | 11 | -8 | 36 | 11 | -25 | 21 | -28 | 16 | -3 | 24
Cc1ccccc1-c1nnc(SCC(=O)Nc2ccc(Cl)cc2)n1N | 7 | 9 | 4 | 10 | -1 | -14 | -10 | 8 | -25 | -8 | -53
Cc1cc(C)c2c(c1)SC1=NC(c3ccccc3)(C(F)(F)F)NC(=O)N12 (stereo not drawn) | -8 | 3 | -7 | -13 | -10 | -142 | -20 | -2 | 2 | -7 | -17
CN1CCN(c2ccc(Nc3ccnc4cc(Cl)ccc34)cc2)CC1 | 0 | 2 | -6 | -10 | 0 | -8 | -6 | 7 | -49 | 9 | 1
COc1ccc(C(=O)/C=C(/C)N(C)C)cc1 | 6 | -9 | -1 | -21 | 15 | -1 | -41 | 9 | 4 | 14 | -9
CC(C)c1ccc(NC2CCCN(C(=O)CC3CCCC3)C2)cc1 (stereo not drawn) | -3 | 3 | -14 | 10 | -10 | -11 | 2 | 4 | 7 | 23 | -12
Cc1ccc(NC(=O)CN2CCN(Cc3ccccc3)CC2)cc1 | -15 | 12 | -11 | 0 | 3 | 2 | -26 | 9 | -8 | 15 | -1
O=C(Nc1ccccc1N1CCCC1)C1CCN(S(=O)(=O)c2ccc(F)cc2)CC1 | -3 | -8 | -9 | -5 | 20 | -18 | -10 | -4 | 7 | -6 | -1
NS(=O)(=O)c1ccc(CCNC(=O)c2ccc(C#CC3(O)CCCCC3)cc2)cc1 | -3 | 23 | 3 | 56* | 15 | 36 | -13 | 33 | 81* | 3 | 27
CN(C)c1ccc(/C=C/c2ccc3ccccc3n2)cc1 | 76* | . | -80* | 76* | 64* | 62* | . | 63 | -30 | 89* | 99*
c1ccc(C(c2nnnn2C2CCCC2)N2CCN(c3nc4ccccc4s3)CC2)cc1 (stereo not drawn) | 4 | -3 | -1 | 3 | 14 | -7 | 8 | 2 | 6 | -4 | 16
Cc1ccc(NC(=O)NC2CC(=O)N(c3ccc4c(c3)OCCO4)C2)cc1F (stereo not drawn) | 12 | 7 | -4 | 9 | 21 | 3 | 17 | 26 | 8 | -1 | 30
CC(Oc1ccccc1)C(=O)Nc1cccc(NC(=O)c2ccco2)c1 (stereo not drawn) | 2 | 9 | -18 | -1 | -4 | 4 | 3 | -12 | -11 | -3 | 13
CCCCOc1ccc(NC(=O)CSCC(=O)OCC)cc1 | -7 | 4 | 1 | -13 | 9 | -10 | -6 | 5 | -1 | -12 | -10

Laid out differently: entries from further up.
molecule	EBV LMP1 NFkB	COUP-TFII inh	KKLEB cytotox	TROY NFkB inh	NCOA3 inh	SRC1 inh	NCOA2 inhibitor	LRH-1 inv ag	CF NFkB inh	TRAIL sens C8	TWEAK Fn14 block
CN1CCN(c2ccc(Nc3ccnc4cc(Cl)ccc34)cc2)CC1	0	2	-6	-10	0	-8	-6	7	-49	9	1
CN(C)c1ccc(/C=C/c2ccc3ccccc3n2)cc1	76*	.	-80*	76*	64*	62*	.	63	-30	89*	99*
Cc1ccccc1-c1nnc(SCC(=O)Nc2ccc(Cl)cc2)n1N	7	9	4	10	-1	-14	-10	8	-25	-8	-53
CC(Oc1ccccc1)C(=O)Nc1cccc(NC(=O)c2ccco2)c1 (stereo not drawn)	2	9	-18	-1	-4	4	3	-12	-11	-3	13
